Glyco luc inh: N-linked glycosylation inhibition; AID 588692; hit rate 0.23% among 360,000; reporter increase, % at 12.5 µM; D54 ERlucT glycosylation luciferase reporter, 24 h; percent of 100 nM tunicamycin response;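 active means mean luciferase reporter signal, scaled so untreated is 0 and the glycosylation-blocking control 100, at or above a set limit in every replicate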;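 further: luciferase carries N-glycosylation sites so blocking glycosylation raises the light; 0% = median of neutral control wells and 100% = median of 100 nM tunicamycin wells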
hiPSC survival: increases survival of single human iPS cells | hiPSC single-cell survival, ATPlite luminescence; 100% = ROCK inhibitor wells, 0% = DMSO | survival enhancement, % at 20 µM | hit rate 0.044% among 360,000; in the data active means survival enhancement above about 18%;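 further: cells exposed to compounds for 16 hours before the ATP read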
aDG glyco act: increases alpha dystroglycan glycosylation; Pro5-aDG cells, alpha-DG glycosylation AlphaScreen (IIH6); 0% Pro5, 100% B10-LARGE cell signal; activation, % at 10 µM; hit rate 0.22% among 360,000;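 active means activation of at least 8% versus controls, or a plate z-score of at least 8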;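 further: Pro5 are CHO cells carrying HIG-tagged alpha-DG that lacks glycosylation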
H9c2 protect: protects H9c2 cardiomyocytes from peroxide injury | H2O2 injury protection, ATPLite, 2 h | protection from H2O2 cell death, % at 20 µM | hit rate 0.63% among 360,000;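 active means compounds giving at least 50% protection of heart cells from peroxide-induced death in the single-dose screen, raw or plate-pattern-corrected value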;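 further: 0% = DMSO wells with peroxide and 100% = DMSO wells without peroxide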
ABCB6 inh 2: inhibitors of human ABC transporter ABCB6 | K562-ABCB6 porphyrin accumulation, flow cytometry, 1 h; stronger effect = lower value | Q9NP58 | hit rate 0.19% among 360,000 | fluorescence ratio to DMSO, % at 10 µM;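 active means fluorescence ratio to DMSO below 75%, the collection mean minus 3 SD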;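 further: signal is porphyrin accumulated inside mitochondria; 100% equals median channel fluorescence of DMSO control wells; lower ratio means ABCB6 inhibition with less porphyrin fluorescence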
m5-HT2A agonist: activates the mouse 5-HT2A serotonin receptor; P35363; CHO-K1 mHTR2A beta-arrestin complementation, luminescence; percent of 30 µM serotonin response; activation, % at 7.6 µM; hit rate 0.66% among 360,000;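 active means activation above a run cutoff, the mean activation of all tested compounds plus 3 SD, cut at about 14% in these data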;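 further: 0% = plate median of compound wells and 100% = 30 µM serotonin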
Target sequence (P35363 whole entry, looked up): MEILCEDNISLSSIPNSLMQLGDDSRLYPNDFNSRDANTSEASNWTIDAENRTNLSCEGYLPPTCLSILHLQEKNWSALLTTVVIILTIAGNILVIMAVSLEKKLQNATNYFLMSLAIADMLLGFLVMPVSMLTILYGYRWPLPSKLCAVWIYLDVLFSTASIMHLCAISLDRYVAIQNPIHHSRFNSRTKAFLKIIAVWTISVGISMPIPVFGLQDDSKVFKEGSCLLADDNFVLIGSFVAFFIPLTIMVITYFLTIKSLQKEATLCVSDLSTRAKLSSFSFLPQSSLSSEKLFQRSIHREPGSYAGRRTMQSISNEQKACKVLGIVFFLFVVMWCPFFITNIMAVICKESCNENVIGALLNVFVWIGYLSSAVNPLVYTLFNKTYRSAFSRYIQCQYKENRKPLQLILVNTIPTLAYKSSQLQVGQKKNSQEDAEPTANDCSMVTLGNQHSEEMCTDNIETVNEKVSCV
Granule exo inh: lytic granule exocytosis inhibition; TALL-104 LAMP-1 surface exposure, flow cytometry; cells stimulated with thapsigargin and PMA; inhibition, % at 10 µM; hit rate 0.66% among 360,000; AID 651702;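 active means inhibition above about 55%, limit read from the data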
CaV13 FRET inh: Disruptors of the CACNA1D IQ motif to Ca2+-dependent inactivation inhibitor domain association, primary screening, Förster resonance energy transfer in intact living …; HEK cells, CFP/YFP FRET ICDI-IQ, plate reader, 10 min; percent FRET-ratio fall versus neutral wells; hit rate 0.098% among 340,000; inhibition, % at 12.3 µM;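 active means mean replicate inhibition of at least 30% and at least 1% of replicates passing that level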;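 further: 0% = median of the neutral control wells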
Vif inh: inhibitors of HIV Vif | HEK293T cells, Vif self-association by quenched fluorescence, imaging, 24 h | inhibition, % at 7.49 µM | hit rate 0.35% among 340,000 | AID 602346; in the data active means inhibition above about 50%, passing the limit was not always enough; further: some results filed as inactive read as strong as hits
PDI inh: inhibitors of human protein disulfide isomerase; inhibition, % at 10 µM; hit rate 0.052% among 350,000; P07237; PDI insulin aggregation turbidity, A650, 90 min;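 active means mean inhibition across replicates of 30% or more, whatever share of single replicates reach that level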;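 further: absorbance from insulin aggregation driven by PDI reduction with DTT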
Target sequence (P07237 whole entry, looked up): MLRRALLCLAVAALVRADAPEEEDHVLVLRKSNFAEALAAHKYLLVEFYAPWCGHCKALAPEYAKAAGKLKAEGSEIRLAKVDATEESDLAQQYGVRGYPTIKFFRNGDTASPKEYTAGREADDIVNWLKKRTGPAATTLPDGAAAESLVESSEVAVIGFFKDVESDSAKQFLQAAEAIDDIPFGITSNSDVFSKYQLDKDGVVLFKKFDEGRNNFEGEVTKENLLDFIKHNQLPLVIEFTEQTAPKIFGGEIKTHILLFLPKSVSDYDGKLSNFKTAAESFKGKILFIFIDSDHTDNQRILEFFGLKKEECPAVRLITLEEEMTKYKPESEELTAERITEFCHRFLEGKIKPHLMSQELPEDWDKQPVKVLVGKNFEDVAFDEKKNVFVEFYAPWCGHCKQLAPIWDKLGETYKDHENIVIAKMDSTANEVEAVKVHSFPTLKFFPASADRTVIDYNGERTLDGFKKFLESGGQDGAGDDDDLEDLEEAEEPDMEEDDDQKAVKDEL
Active calls of the source: *.

Results for COCCNC(=O)CCSc1nc(-c2ccc(OC)cc2)cc(C(F)(F)F)n1 ?
Glyco luc inh: 0; hiPSC survival: -0.7; aDG glyco act: 0.3; H9c2 protect: 4; ABCB6 inh 2: 105; m5-HT2A agonist: -5; Granule exo inh: -2; CaV13 FRET inh: -3; Vif inh: -5; PDI inh: 5

How did CCOC(=O)C1=c2/c(=C/c3ccncc3)c(N)c(C(=O)OC)n2C(=O)C(c2ccncc2)S1 (centres undefined) do in these assays?
Glyco luc inh: 0; hiPSC survival: 1.0; aDG glyco act: 0.0; H9c2 protect: 55*; ABCB6 inh 2: 88; m5-HT2A agonist: 1; Granule exo inh: 0; CaV13 FRET inh: -2; Vif inh: 11; PDI inh: -2

How did Cc1ccc(N2C(N)=C(C#N)C(c3cc(CN4CCOCC4)cs3)C3=C2CC(C)(C)CC3=O)cc1 (centres undefined) do in these assays?
Glyco luc inh: 3; hiPSC survival: -0.2; aDG glyco act: -0.3; H9c2 protect: -3; ABCB6 inh 2: 99; m5-HT2A agonist: -4; Granule exo inh: 21; CaV13 FRET inh: 1; Vif inh: 7; PDI inh: -1

Results for N#Cc1c(N)nc2c(c1N)CC(=O)N2c1ccccc1-c1ccccc1 ?
Glyco luc inh: 6; hiPSC survival: 0.4; aDG glyco act: -0.1; H9c2 protect: -7; ABCB6 inh 2: 94; m5-HT2A agonist: 2; Granule exo inh: -2; CaV13 FRET inh: -6; Vif inh: 2; PDI inh: -11

What do the screens show for `COC1(c2cc(-c3ccccc3)nc(N)n2)CCCCC1`?
Glyco luc inh: -1; hiPSC survival: -1.7; aDG glyco act: -0.1; H9c2 protect: -5; ABCB6 inh 2: 95; m5-HT2A agonist: 2; Granule exo inh: -1; CaV13 FRET inh: -7; Vif inh: -3; PDI inh: -2

What do the screens show for `CCOC(=O)c1cnc2ccc(OC)cc2c1Nc1ccc2c(c1)OCCO2`?
Glyco luc inh: -1; hiPSC survival: 3.6; aDG glyco act: -0.2; H9c2 protect: -22; ABCB6 inh 2: 106; m5-HT2A agonist: 3; Granule exo inh: 3; CaV13 FRET inh: 0; Vif inh: -19; PDI inh: 4

Results for CN(C)C(=S)Nc1ccc(S(=O)(=O)N2CCCCC2)cc1 ?
Glyco luc inh: 1; hiPSC survival: -0.3; aDG glyco act: -0.1; H9c2 protect: 0; ABCB6 inh 2: 98; m5-HT2A agonist: 2; Granule exo inh: -1; CaV13 FRET inh: -5; Vif inh: 1; PDI inh: -4

What do the screens show for `C=CCC[C@H](Cc1ccc(F)cc1)C(=O)OC[C@@H](Cc1c[nH]c2ccccc12)NC(=O)[C@@H](CC=C)CC(=O)NCCO`?
Glyco luc inh: -1; hiPSC survival: -1.8; aDG glyco act: -0.4; H9c2 protect: 68*; ABCB6 inh 2: 88; m5-HT2A agonist: 1; Granule exo inh: -6; CaV13 FRET inh: -4; Vif inh: 1; PDI inh: 5

How did O=C(Nc1ccc(F)cc1)C(c1ccnc2ccccc12)N1CCN(CC(=O)N2CCCC2)CC1 (centres undefined) do in these assays?
aDG glyco act: 0.4; m5-HT2A agonist: -1; Granule exo inh: -1; CaV13 FRET inh: -4

Results for CC(C)(C)OC(=O)NCCCC[C@H](NC(=O)c1nc[nH]c1C(=O)N[C@@H](CCCCNC(=O)OC(C)(C)C)C(=O)OC(C)(C)C)C(=O)OC(C)(C)C ?
Glyco luc inh: 0; hiPSC survival: 1.6; aDG glyco act: -0.3; H9c2 protect: 14; ABCB6 inh 2: 89; m5-HT2A agonist: 11; Granule exo inh: 10; CaV13 FRET inh: -7; Vif inh: -3; PDI inh: 3

How did CSCC[C@H](N)C(=O)NCC1CCC(C(=O)Nc2ccc3c(c2)OCO3)CC1 (some centres undefined) do in these assays?
Glyco luc inh: 0; hiPSC survival: -1.2; aDG glyco act: 0.5; H9c2 protect: -1; ABCB6 inh 2: 113; m5-HT2A agonist: -2; Granule exo inh: -4; Vif inh: 0

Results for CCc1ccc(C(C)NC(=S)NC2CCCCC2)cc1 (centres undefined) ?
Glyco luc inh: -5; hiPSC survival: 1.6; aDG glyco act: 0.9; H9c2 protect: -10; ABCB6 inh 2: 97; m5-HT2A agonist: 2; Granule exo inh: 2; PDI inh: -3

How did CCN(CC(=O)Nc1c(F)cccc1F)C(=O)CNC(=O)c1ccco1 do in these assays?
Glyco luc inh: 3; hiPSC survival: -0.4; aDG glyco act: 0.0; H9c2 protect: -4; ABCB6 inh 2: 97; m5-HT2A agonist: -7; Granule exo inh: -2; CaV13 FRET inh: -6; Vif inh: 1; PDI inh: 12

Results for Cc1ccc(CO/N=C/c2c(O)cc(C)oc2=O)cc1 ?
Glyco luc inh: 0; hiPSC survival: 4.6; aDG glyco act: 0.9; H9c2 protect: 2; ABCB6 inh 2: 103; m5-HT2A agonist: -1; Granule exo inh: -1; CaV13 FRET inh: -3; Vif inh: 4; PDI inh: -9

How did Cc1ccc(NC(=O)N2CCc3ccccc3C2)cc1C do in these assays?
Glyco luc inh: 1; hiPSC survival: 0.2; aDG glyco act: -0.1; H9c2 protect: -1; ABCB6 inh 2: 103; m5-HT2A agonist: -6; Granule exo inh: -10; CaV13 FRET inh: -6; Vif inh: -4; PDI inh: 3

How did CC(C)c1ccc(C(=O)Nc2nnc(S(=O)(=O)N3CCOCC3)s2)cc1 do in these assays?
Glyco luc inh: -1; hiPSC survival: 0.0; aDG glyco act: 0.2; H9c2 protect: -9; ABCB6 inh 2: 106; m5-HT2A agonist: 2; Granule exo inh: 1; CaV13 FRET inh: -5; Vif inh: -4; PDI inh: -2

What do the screens show for `O=C(NCCCN1CCCC1=O)C(=O)NCC1OCCN1S(=O)(=O)c1ccc(Br)cc1` (centres undefined)?
hiPSC survival: -0.1; aDG glyco act: -0.2; H9c2 protect: -1; ABCB6 inh 2: 98; m5-HT2A agonist: 5; Granule exo inh: -6; CaV13 FRET inh: -3; PDI inh: 7

Results for Cc1ccc2c(CN(C)Cc3cccc(F)c3)cc(=O)oc2c1 ?
Glyco luc inh: -3; hiPSC survival: -0.4; aDG glyco act: 0.1; H9c2 protect: -6; ABCB6 inh 2: 95; m5-HT2A agonist: 8; Granule exo inh: 24; CaV13 FRET inh: -4; Vif inh: 2; PDI inh: -7

Results for CCc1c(Nc2ccccc2C)nc(N)[nH]c1=O ?
Glyco luc inh: 5; hiPSC survival: 1.1; aDG glyco act: -0.2; H9c2 protect: 4; ABCB6 inh 2: 91; m5-HT2A agonist: 0; Granule exo inh: -9; CaV13 FRET inh: -7; Vif inh: 3; PDI inh: -9

What do the screens show for `Cc1ccc(C2=NN(CC(=O)NCc3ccccn3)C(=O)CC2)cc1`?
Glyco luc inh: 0; hiPSC survival: -1.4; aDG glyco act: -0.2; H9c2 protect: 4; ABCB6 inh 2: 101; m5-HT2A agonist: 1; Granule exo inh: -2; CaV13 FRET inh: -5; Vif inh: 1; PDI inh: -17

How did CCOC(=O)C1(Cc2cccc(Cl)c2)CCCN(C(=O)c2cc(C(C)C)nn2C)C1 (centres undefined) do in these assays?
Glyco luc inh: -1; hiPSC survival: -0.5; aDG glyco act: 0.0; H9c2 protect: -1; ABCB6 inh 2: 93; m5-HT2A agonist: 1; Granule exo inh: 6; CaV13 FRET inh: -6; PDI inh: -8

How did C[C@@H]1NS(=O)(=O)[C@H]2C[C@@H]3C=C[C@]2(O3)[C@H]1OC(=O)c1ccc(C(C)(C)C)cc1 do in these assays?
Glyco luc inh: 0; hiPSC survival: 1.3; aDG glyco act: -0.1; H9c2 protect: -11; ABCB6 inh 2: 97; m5-HT2A agonist: 4; Granule exo inh: -2; CaV13 FRET inh: -11; PDI inh: -1

What do the screens show for `COc1ccccc1N1CCN(/N=C/c2cc(Br)ccc2F)CC1`?
Glyco luc inh: 2; hiPSC survival: -0.5; aDG glyco act: -0.3; H9c2 protect: -6; ABCB6 inh 2: 97; m5-HT2A agonist: 2; Granule exo inh: 17; CaV13 FRET inh: 0; Vif inh: -5; PDI inh: 1

What do the screens show for `O=C(C[C@H]1C/C=C\CC[C@@H](Cc2ccc(F)cc2)C(=O)OC[C@H]2CCCN2C1=O)NCCO`?
Glyco luc inh: 0; hiPSC survival: 1.2; aDG glyco act: -0.1; H9c2 protect: 4; ABCB6 inh 2: 100; m5-HT2A agonist: -7; Granule exo inh: 4; CaV13 FRET inh: -11; Vif inh: -3; PDI inh: 1

Results for CN(C)S(=O)(=O)c1cccc(NC(=O)CSc2ncnc3ccccc23)c1 ?
Glyco luc inh: -3; hiPSC survival: -0.5; aDG glyco act: 0.1; H9c2 protect: -26; ABCB6 inh 2: 99; m5-HT2A agonist: 10; Granule exo inh: 3; CaV13 FRET inh: -3; Vif inh: -1; PDI inh: -1

How did COc1ccc2[nH]c3c(c2c1)CCN1C(=O)C(CC(=O)NCc2ccco2)C[C@H](C(=O)N2CCCCC2)[C@@]31C (some centres undefined) do in these assays?
Glyco luc inh: 1; hiPSC survival: 0.5; aDG glyco act: -0.2; H9c2 protect: 2; ABCB6 inh 2: 95; m5-HT2A agonist: 9; Granule exo inh: 0; CaV13 FRET inh: -6; Vif inh: 2; PDI inh: 6

How did CC1CCCN(C(=O)c2ccc3c(=O)n(Cc4ccc5c(c4)OCO5)c(=S)[nH]c3c2)C1 (centres undefined) do in these assays?
Glyco luc inh: -2; hiPSC survival: 6.3; aDG glyco act: 1.0; H9c2 protect: -2; ABCB6 inh 2: 93; m5-HT2A agonist: 8; Granule exo inh: 0; CaV13 FRET inh: -5; Vif inh: -13; PDI inh: -2

Results for COc1ccc(C(CCN(Cc2ccc(OC)c(OC)c2)C(C)=O)C(C)C)cc1 (centres undefined) ?
Glyco luc inh: -1; hiPSC survival: -0.3; aDG glyco act: 0.2; H9c2 protect: 2; ABCB6 inh 2: 98; m5-HT2A agonist: -4; Granule exo inh: 27; CaV13 FRET inh: -2; Vif inh: 1; PDI inh: 2

What do the screens show for `O=C(CC(C(=O)O)C1CCCO1)NCc1ccccc1` (centres undefined)?
Glyco luc inh: 1; hiPSC survival: 2.2; aDG glyco act: 0.0; H9c2 protect: 6; ABCB6 inh 2: 91; m5-HT2A agonist: 1; Granule exo inh: -1; CaV13 FRET inh: -3; Vif inh: -5; PDI inh: -8

Results for COc1cccc(OCc2ccc(Cl)cc2)c1C#N ?
Glyco luc inh: -14; hiPSC survival: -0.6; aDG glyco act: 0.1; H9c2 protect: -13; ABCB6 inh 2: 99; m5-HT2A agonist: -6; Granule exo inh: -8; CaV13 FRET inh: -4; Vif inh: -4; PDI inh: -3

How did CCOC(=O)C1CCCN(C(=O)COc2ccccc2O)C1 (centres undefined) do in these assays?
Glyco luc inh: 1; hiPSC survival: 2.7; aDG glyco act: -0.1; H9c2 protect: 7; ABCB6 inh 2: 100; m5-HT2A agonist: -4; Granule exo inh: -1; CaV13 FRET inh: -4; Vif inh: 6; PDI inh: 5

Gathered by group: those above containing a Cl atom.
How did CCOC(=O)C1(Cc2cccc(Cl)c2)CCCN(C(=O)c2cc(C(C)C)nn2C)C1 (centres undefined) do in these assays?
Glyco luc inh: -1; hiPSC survival: -0.5; aDG glyco act: 0.0; H9c2 protect: -1; ABCB6 inh 2: 93; m5-HT2A agonist: 1; Granule exo inh: 6; CaV13 FRET inh: -6; PDI inh: -8

Results for COc1cccc(OCc2ccc(Cl)cc2)c1C#N ?
Glyco luc inh: -14; hiPSC survival: -0.6; aDG glyco act: 0.1; H9c2 protect: -13; ABCB6 inh 2: 99; m5-HT2A agonist: -6; Granule exo inh: -8; CaV13 FRET inh: -4; Vif inh: -4; PDI inh: -3

Assay outcomes: PubChem, several laboratories
